ST2 IL33 inh: blocks human ST2 binding to IL-33; AlphaLISA ST2-Fc/biotin-IL-33 interaction, 1 h; hit rate 2.3% among 78,000; Q01638; AID 1259354; inhibition, % for hits at 17 µM; in the data active means inhibition above about 30%; inconclusive means mostly about 10% to 28%
Target sequence (Q01638 whole entry, looked up): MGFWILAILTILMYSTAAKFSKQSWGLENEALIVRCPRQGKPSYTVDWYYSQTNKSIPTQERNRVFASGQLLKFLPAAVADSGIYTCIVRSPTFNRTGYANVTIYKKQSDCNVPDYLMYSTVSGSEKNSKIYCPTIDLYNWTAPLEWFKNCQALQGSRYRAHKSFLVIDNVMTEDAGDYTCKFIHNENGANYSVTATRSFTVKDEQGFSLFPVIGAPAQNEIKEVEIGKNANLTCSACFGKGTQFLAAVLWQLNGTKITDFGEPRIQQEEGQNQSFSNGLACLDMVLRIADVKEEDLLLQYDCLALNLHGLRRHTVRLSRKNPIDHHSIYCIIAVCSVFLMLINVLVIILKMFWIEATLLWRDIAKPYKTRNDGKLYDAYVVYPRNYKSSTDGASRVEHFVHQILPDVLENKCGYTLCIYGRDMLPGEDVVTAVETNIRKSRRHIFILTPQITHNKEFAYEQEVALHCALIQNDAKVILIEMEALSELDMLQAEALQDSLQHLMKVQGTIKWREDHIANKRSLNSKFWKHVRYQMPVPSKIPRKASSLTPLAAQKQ
Active calls of the source: *; i = inactive; ? = inconclusive.

SMILES | ST2 IL33 inh
CCC1Oc2ccccc2N(CC(=O)NCCCN2CC(C)CC(C)C2)C1=O (stereo unspecified) | i
O=C(c1cnccn1)N(Cc1ccccn1)CC1CCCO1 (stereo unspecified) | ?
c1nc(SCc2ccc3c(c2)OCO3)c2c3c(sc2n1)CCC3 | i
N#Cc1cccc(NC(=O)c2ccc3c(Cl)c4c(nc3c2)CCCC4)c1 | i
CCc1ccccc1NC(=O)c1ccc([N+](=O)[O-])cc1 | i
COc1ccccc1NC(=O)CN1CCCN(Cc2cccc(F)c2)S1(=O)=O | i
Cc1ccc(C)c(S(=O)(=O)N2CCCCC2C(=O)O)c1 (stereo unspecified) | i
CCCS(=O)(=O)CCC(C)(C)C | i
COc1cccc(Nc2cc(C)nc3ncnn23)c1 | ?
Clc1ccccc1C1CCN(c2nc(-c3ccncc3)nc3c2CNC3)C1 (stereo unspecified) | ?

Additional compounds follow:
SMILES | ST2 IL33 inh
CN1[C@@H](CCC(=O)N2CCN(c3ccccc3)CC2)CNC(=O)[C@@H]2[C@H]1CCN2CC1CC1 | i
O=C(NC1CCCN(C2CCCCCC2)C1)c1cn[nH]c1-c1ccccc1F (stereo unspecified) | ?
CC(C)CCn1c(CN(C)Cc2cnccn2)cnc1S(=O)(=O)C(C)C | i
O=C(O)CSc1ccc(C(=O)N2CCOCC2)cc1[N+](=O)[O-] | ?
CCOc1ccc(-n2c(C)nc3c(cnn3-c3ccccc3Cl)c2=O)cc1 | ?
Cc1ccc(-n2nc3c(c2NC(=O)C2CC2)CSC3)cc1 | i
CC1CCc2c(sc3ncnc(NCc4ccco4)c23)C1 (stereo unspecified) | i
N#Cc1c(NC(=O)c2noc3c2CCCC3)sc2c1CCC2 | ?
CCSc1oc(-c2ccco2)nc1S(=O)(=O)c1ccccc1 | i
CCOc1ccccc1/C=C(\C#N)c1nc(-c2ccc([N+](=O)[O-])cc2)cs1 | i

(more compounds)
SMILES | ST2 IL33 inh
CCN(CCN(C)C)S(=O)(=O)c1cc(Br)cc2c1N(C(=O)C1CC1)CC2 | i
Cn1c(=N)n(CC(O)c2cccc3ccccc23)c2ccccc21 (stereo unspecified) | ?
Cc1ccc(C)c(S(=O)(=O)N2CCN(c3nc(C)cc(N4CCCCC4)n3)CC2)c1 | i
CN1C(C(=O)Nc2ccccn2)=C(O)c2ccccc2S1(=O)=O | ?
Fc1ccc(Br)cc1SCCc1ccncc1 | i
COc1ccccc1CCC(=O)N1CCC(CCC(=O)Nc2cccc(C)c2)CC1 | ?
O=C1CCCC2=C1C(c1cccs1)n1nc(SCc3ccccc3F)nc1N2 (stereo unspecified) | ?
COc1ccc(CNC(=O)c2cc3cc4ccc(OC)cc4nc3s2)cc1 | 38.0%*
Cc1nn(C)c(Cl)c1-c1nc2c([nH]1)c(C)nn2Cc1ccccc1Cl | i
CC(C)C[C@@H](NC(=O)C1=C[C@@H](NC(=O)c2cccs2)[C@@H](O)[C@H](O)C1)C(N)=O | ?

New compounds follow
SMILES | ST2 IL33 inh
COc1cc(-c2ccc(SC)cc2)cc(=O)c2c(C)oc(C)c12 | ?
Cc1ccccc1-c1cc(C(=O)Nc2ccccc2C(N)=O)c2ccccc2n1 | i
CCCOc1ccc(Br)cc1C1C2=C(CCCC2=O)NC2=C1C(=O)CCC2 | i
COc1cccc(C(=O)c2c[nH]c3ccc(F)cc3c2=O)c1 | i
COc1cc(OC)c(C2SCCN2S(=O)(=O)c2ccc(Br)cc2)cc1OC (stereo unspecified) | i
COc1cccc(CN2CCCC(NC(=O)COc3ccc(C(C)=O)cc3)C2)c1 (stereo unspecified) | ?
Cc1nc(C(C)NC(=O)c2cc(CN(C)Cc3ccccc3)on2)n[nH]1 (stereo unspecified) | ?
CSC(=O)CNC1(Cc2ccc(O)cc2)CCCCC1 | i
COC(=O)c1nc2n(n1)C(c1cccc(Cl)c1)C1=C(CCCC1=O)N2 (stereo unspecified) | ?
Cc1cc(C)c(C(N)=O)c(Nc2ccccc2Cl)n1 | ?

Brought forward from above: two compounds, followed by the next part.
SMILES | ST2 IL33 inh
COC(=O)c1nc2n(n1)C(c1cccc(Cl)c1)C1=C(CCCC1=O)N2 (stereo unspecified) | ?
Cc1cc(C)c(C(N)=O)c(Nc2ccccc2Cl)n1 | ?
CCOc1ccc(C(=O)NCc2ccco2)cc1[N+](=O)[O-] | i
O=[N+]([O-])c1ccccc1CN1CCN(CCOCCO)CC1 | i
O=c1c2sccc2n(Cc2cccc(F)c2)c(=O)n1-c1ccccc1 | i
CCN(CCCNC(=O)c1cn(-c2ccc(F)cc2F)c(=O)c2ccccc12)c1ccccc1 | i
CCOc1cc(C(=O)Nc2cccnc2)cc(OCC)c1OCC | i
N#CC1=C(N)Oc2cc(N)ccc2C1c1ccccc1F (stereo unspecified) | i
CCOc1ccc2nc(N3CCCC(C(=O)N(C)Cc4ccc5nccnc5c4)C3)nc(C)c2c1 (stereo unspecified) | i
CC1(C)C(C=C(Cl)Cl)C1C(=O)Nc1cccc([N+](=O)[O-])c1 (stereo unspecified) | ?
O=C(Nc1ccc(Oc2cccnc2)cc1)C1CCCCN1Cc1ccc2c(c1)CCO2 (stereo unspecified) | i
Cn1c(=O)[nH]c(=O)c2c1nc1n2CC(c2ccc(Cl)cc2)=NN1 | i

Continuation.
SMILES | ST2 IL33 inh
O=C(CSc1nnc(-c2ccco2)n1-c1ccccc1)Nc1cccc(C(F)(F)F)c1 | i
CCn1nc(C(=O)N2CCN(c3ccccc3)CC2)c2c1CCN(C(=O)Cc1cccs1)C2 | i
COc1ccccc1C(=O)N(c1ccccc1)C(C)C1CC1 (stereo unspecified) | i
O=C(CN1CCCN(Cc2ccccc2)S1(=O)=O)Nc1ccc2c(c1)OCCO2 | i
O=C1c2ccccc2C(=O)N1CN(Cc1ccccc1)Cc1ccccc1 | i
CN(CC1CCN(CCc2ccc(F)cc2)CC1)C(=O)/C=C/c1cnn(C)c1 | i
Cn1cc(N=Cc2ccccc2[N+](=O)[O-])c(C(N)=O)n1 | ?
O=C1CCC(=O)N(O)CCCCCNC(=O)CCC(=O)N(O)CCOCCNC(=O)CCC(=O)N(O)CCCCCN1 | i
CNC(=O)N(O)c1ccccc1 | ?
O=C(NC1CCCCCCC1)c1cccn2c(=O)c3sccc3nc12 | ?

Structural class, the compounds so far with fluorine (10)
SMILES | ST2 IL33 inh
COc1ccccc1NC(=O)CN1CCCN(Cc2cccc(F)c2)S1(=O)=O | i
O=C(NC1CCCN(C2CCCCCC2)C1)c1cn[nH]c1-c1ccccc1F (stereo unspecified) | ?
Fc1ccc(Br)cc1SCCc1ccncc1 | i
O=C1CCCC2=C1C(c1cccs1)n1nc(SCc3ccccc3F)nc1N2 (stereo unspecified) | ?
COc1cccc(C(=O)c2c[nH]c3ccc(F)cc3c2=O)c1 | i
O=c1c2sccc2n(Cc2cccc(F)c2)c(=O)n1-c1ccccc1 | i
CCN(CCCNC(=O)c1cn(-c2ccc(F)cc2F)c(=O)c2ccccc12)c1ccccc1 | i
N#CC1=C(N)Oc2cc(N)ccc2C1c1ccccc1F (stereo unspecified) | i
O=C(CSc1nnc(-c2ccco2)n1-c1ccccc1)Nc1cccc(C(F)(F)F)c1 | i
CN(CC1CCN(CCc2ccc(F)cc2)CC1)C(=O)/C=C/c1cnn(C)c1 | i

(next part)
SMILES | ST2 IL33 inh
C=CCn1cc(C(=O)NC2CCCCCC2)c(=O)c2cc(S(=O)(=O)N(CC)CC)ccc21 | i
C=CCO[C@@H]1CCN2C(=O)c3cc(-c4ccc(F)cc4F)ccc3NC(=O)[C@H]12 | ?
Cc1ncc([N+](=O)[O-])n1S(=O)(=O)c1cc(Cl)ccc1Cl | i
COc1cccc(NC(=O)c2cccc(C(=O)Nc3cccc(OC)c3)c2)c1 | ?
CC1CCC(NC(=O)C2(C)CCC(=O)N2C(C)c2ccccc2)CC1 (stereo unspecified) | i
O=C(Nc1ccc(Br)cc1)c1cc(-c2cccs2)on1 | i
O=C(CS(=O)(=O)CC(=O)c1ccccc1)c1ccccc1 | i
CCN(CC)C(=O)C1CCCN(c2ncnc3c2cnn3-c2ccc(Cl)cc2)C1 (stereo unspecified) | ?
CCCSc1ncc(CN2CCOC(CN)C2)cn1 (stereo unspecified) | i
COc1ccccc1NC1=CC(=NS(=O)(=O)c2ccc(C)cc2)c2ccccc2C1=O | 94.0%*

Later entries.
SMILES | ST2 IL33 inh
O=C(Nc1ccc([N+](=O)[O-])cc1)c1cc(I)ccc1Cl | i
COCCN(CCOC)c1ncnc2c1cnn2-c1ccc(C)cc1C | i
O=C(NCCc1ccc(Cl)cc1)c1ccc2c(c1)ncn2C1CCCC1 | i
CC1(C)NC(=O)N(c2ccc([N+](=O)[O-])c(C(F)(F)F)c2)C1=O | i
Cc1ccc(S(=O)(=O)C2(C(=O)NC3CCCCC3)CC2)cc1 | i
COc1ccc(C2CC(c3ccc(Cl)cc3)=NN2S(=O)(=O)c2ccccc2)cc1 (stereo unspecified) | ?
CC(c1ccc(-c2ccccc2CN2CCNCC2)cc1)N1CCOCC1 (stereo unspecified) | ?
N#CC1=C(N)N(c2ccccc2C#N)C2=C(C(=O)CCC2)C1c1ccc2c(c1)OCO2 (stereo unspecified) | ?
COc1cc(C2NC(=O)NC(C)=C2C(=O)OCCSC)ccc1O (stereo unspecified) | i
CC1(C)CC(=O)c2c(nn(-c3ccccc3)c2-c2ccc(O)cc2)C1 | ?

Continued.
structure	ST2 IL33 inh
N#Cc1cccc(-c2ccnc(N[C@H]3CO[C@H]4[C@@H]3OC[C@@H]4NC(=O)c3cccs3)n2)c1	i
Cc1n[nH]c(C)c1S(=O)(=O)N1CCC(C(=O)NCc2ccco2)CC1	i
O=C(Nc1c2c(nc3ccccc13)CCCC2)c1ccccc1Cl	i
CC(=O)Cc1nsc(Nc2cccc(C)c2)n1	i
COc1ccc(NC(=O)C2c3ccccc3C(=O)N3CCc4ccccc4C23)c(OC)c1 (stereo unspecified)	?
C=CCN1C(=O)CSc2ccc(C(=O)NC3CCCc4ccccc43)cc21 (stereo unspecified)	i
O=C(c1ccc(F)cc1)N1CCCCCC1	i
CCOC(=O)c1c(NC(=O)c2cccs2)sc2c1CCN(C(C)C)C2	?
O=C(O)c1ccccc1-c1c(-c2ccccc2)ncn1Cc1cccnc1	i
CCOc1ccc2[nH]c(=O)c(CN3CCCN(C(=O)C4CC4)CC3)cc2c1	i
O=C(Nc1ccccc1-c1nc2ccccc2[nH]1)c1ccc(S(=O)(=O)N2CCCC2)cc1	i
CN1CCN(CCCOc2ccccc2-c2ccccc2)CC1	i
COCCn1c(CNC(=O)c2ccc(OC)c(OC)c2)nc2cccnc21	i
CC(C)c1ccc(C2CC(c3ccc(F)cc3)Nc3ncnn32)cc1 (stereo unspecified)	?
CC(=O)Nc1cccc(NC(=O)c2cccc(C)c2)c1	i
Oc1c(C=Nc2ccccc2F)[nH]c2ccc(Br)c(Cl)c12	?
Cc1ccc(-c2nnc(-c3nc(NCc4ccc(N(C)C)cc4)c4ccccc4n3)o2)cc1	i
O=[N+]([O-])c1ccccc1S(=O)(=O)n1cnc2ccccc21	i
COCCOC(=O)c1c(C)oc2ccc(OC(=O)c3ccc(Br)cc3)cc12	i
Cc1ccc(Cn2c(CNC(=O)Cc3cccc(C)c3)nc3cccnc32)cc1	i

The listing continues.
structure	ST2 IL33 inh
C=CCn1nc(C(=O)O)c2c1CCC(NCc1c(F)cccc1Cl)C2 (stereo unspecified)	i
CNCCC=C1c2ccccc2CCc2ccccc21	i
COc1ccc(-c2ccc(F)cc2OC)nn1	i
Cc1nc2ccc(CC(=O)N3Cc4cnc(CC(C)C)nc4C3)cc2[nH]1	i
CCC1CN(Cc2ncccc2F)CCN1C(C)C (stereo unspecified)	?
CCOc1ccccc1C1C(C#N)=C(N)Oc2n[nH]c(-c3cc(OC)c(OC)c(OC)c3)c21 (stereo unspecified)	i
COC(=O)C1Cc2nc[nH]c2CN1C(=O)c1oc2cc(OC)ccc2c1C (stereo unspecified)	?
COc1cc(/C=C2\C(=O)Nc3ccc(Br)cc32)ccc1O	i
CCOc1cccc2cc(C(N)=O)c(=Nc3ccc(OC)cc3)oc12	i
Cc1cccc(CSc2nccc(=O)[nH]2)c1	i
CCOc1ccc(C(=O)Nc2nc(C)c(C(=O)N(C)C)s2)cc1	i
O=C(c1cn(CCc2ccccc2)nn1)N1CCCC2(CCCN(Cc3ccccc3)C2)C1 (stereo unspecified)	?
COCC(=O)N1CCN(c2ccccc2F)CC1	i
Cn1c(=NC(=O)CSCC(=O)N2CCOCC2)sc2ccccc21	i
c1cc2c(c(-c3ccc(N4CCCCCC4)nn3)c1)CCNC2	?
Cc1c(CN(C)c2ccc(-c3nccn3C)nn2)[nH]c2ccccc12	i
N#CC1=C(N)SC(N)=C(C#N)C1c1cccc(F)c1	?
Cc1ccc(N2C(=O)CSC2c2ccc(Br)cc2)cc1F (stereo unspecified)	i
COc1cccc(OCCCCOc2cccc(OC)c2)c1	i
Clc1ncnc2c1C(c1ccc(Br)cc1)c1c(Cl)ncnc1O2	i

Next part
structure	ST2 IL33 inh
Cc1ccc(-n2ncc3c(N4CCCCCC4)ncnc32)c(C)c1	i
COc1ccc(C(=O)N2c3ccc(OC(=O)c4ccco4)cc3C(C)=CC2(C)C)cc1	i
COc1ccccc1-c1cc(C(F)(F)F)nc(S(C)(=O)=O)n1	i
O=C(c1ccc2nc3ccccc3c(=O)n2c1)N1CCN(c2ccccc2)CC1	i
COC(=O)C1CCN(C(=O)CC[C@H]2CNC(=O)[C@@H]3[C@@H](CCN3Cc3ccc(O)cc3)N2C)CC1	i
COc1cc(NC(=O)C(C)Oc2ccccc2)c(OC)cc1NC(=O)C(C)Oc1ccccc1 (stereo unspecified)	i
CC(CCc1ccccc1)NCC#N (stereo unspecified)	i
CCC1(c2ccc3cc(OC)ccc3c2)SC(NC(C)=O)=NN1C(C)=O (stereo unspecified)	i
CCOc1cc(C=O)cc(Cl)c1OC(C)C	i
CCOC(=O)c1cnc2c(C)c(Cl)ccc2c1Nc1ccc2c(c1)OCCO2	?
COc1cc(NC(=O)NC[C@H]2O[C@@H](CO)[C@@H](O)[C@H]2N2CCC(C)CC2)cc(OC)c1	?
CC(=O)Nc1ccc2nc(CN3C[C@H]4CC=C(C)C[C@H]4C3)ccc2c1	?
O=C(CSc1nnnn1-c1ccc(F)c(Cl)c1)c1ccccc1	i

Bioassay records from PubChem.

This is a subset (hit frequency here may not be typical).
